NSD2 inh = inhibitors of human NSD2, primary screen, biochemical, plate reader, single point; Histone-lysine N-methyltransferase NSD2 (Homo sapiens), O96028; NSD2-SET H3K36me1 DELFIA fluorescence; inhibition, % at 12.5 µM; 44,000 compounds, 0.07% hits; AID 624260, 2012; in the data active = inhibition above about 54%, passing the limit was not always enough;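 note: inhibitors reduce the monomethyl H3K36 fluorescence signal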
Target sequence (O96028 whole entry, looked up): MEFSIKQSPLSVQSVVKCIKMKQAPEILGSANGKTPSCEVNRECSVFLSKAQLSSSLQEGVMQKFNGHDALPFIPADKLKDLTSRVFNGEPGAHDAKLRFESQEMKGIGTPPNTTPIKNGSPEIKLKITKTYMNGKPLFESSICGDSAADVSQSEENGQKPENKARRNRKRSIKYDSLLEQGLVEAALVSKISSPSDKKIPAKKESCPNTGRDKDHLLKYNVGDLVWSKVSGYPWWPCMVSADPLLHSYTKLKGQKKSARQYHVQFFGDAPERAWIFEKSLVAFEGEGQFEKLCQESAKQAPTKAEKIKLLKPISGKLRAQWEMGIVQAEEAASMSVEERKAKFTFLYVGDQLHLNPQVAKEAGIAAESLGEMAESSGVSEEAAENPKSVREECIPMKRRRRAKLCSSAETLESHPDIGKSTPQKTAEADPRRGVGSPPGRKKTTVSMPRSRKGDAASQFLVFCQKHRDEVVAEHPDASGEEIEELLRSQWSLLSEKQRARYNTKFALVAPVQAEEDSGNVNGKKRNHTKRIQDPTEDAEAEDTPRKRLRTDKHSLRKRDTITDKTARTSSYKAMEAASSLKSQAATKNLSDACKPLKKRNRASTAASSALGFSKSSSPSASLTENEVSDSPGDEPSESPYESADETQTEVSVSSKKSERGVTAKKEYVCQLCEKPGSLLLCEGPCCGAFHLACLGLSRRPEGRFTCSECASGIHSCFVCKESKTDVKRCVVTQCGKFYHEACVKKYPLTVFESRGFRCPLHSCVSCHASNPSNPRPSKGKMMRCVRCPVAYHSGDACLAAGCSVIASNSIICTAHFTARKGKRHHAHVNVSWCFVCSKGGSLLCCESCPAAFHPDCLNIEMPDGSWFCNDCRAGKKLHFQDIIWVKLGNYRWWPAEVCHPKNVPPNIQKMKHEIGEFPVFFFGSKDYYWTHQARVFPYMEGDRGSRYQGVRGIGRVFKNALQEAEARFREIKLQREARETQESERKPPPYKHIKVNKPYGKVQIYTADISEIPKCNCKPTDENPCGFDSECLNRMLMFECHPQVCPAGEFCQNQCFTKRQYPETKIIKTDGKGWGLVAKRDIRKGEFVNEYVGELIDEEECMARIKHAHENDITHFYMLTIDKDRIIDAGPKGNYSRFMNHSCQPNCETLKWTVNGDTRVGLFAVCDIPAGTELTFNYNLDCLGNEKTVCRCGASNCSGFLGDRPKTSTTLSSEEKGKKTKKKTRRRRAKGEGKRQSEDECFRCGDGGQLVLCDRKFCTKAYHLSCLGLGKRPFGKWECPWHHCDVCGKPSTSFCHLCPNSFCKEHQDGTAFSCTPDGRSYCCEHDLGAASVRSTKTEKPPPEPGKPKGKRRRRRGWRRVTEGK
* marks the source's active call; other numbers are inactive results; i = inactive. Only part of the results is shown; the hit share may differ from the screen's.

no.	SMILES	NSD2 inh
1	C[C@H](CO)N1C[C@H](C)[C@H](CN(C)Cc2ccc(C(=O)Nc3ccccc3N)cc2)Oc2ccc(NC(=O)Cc3ccccc3)cc2CC1=O	-2
2	C[C@H](CO)N1C[C@H](C)[C@@H](CN(C)Cc2cccc(F)c2)Oc2cc(C#CC3CC3)ccc2S1(=O)=O	-7
3	Cc1noc(C)c1NC(=O)Nc1cccc2c1O[C@H](CN(C)Cc1ccc(C(=O)O)cc1)[C@@H](C)CN([C@H](C)CO)C2=O	0
4	CSc1nnc(-c2ccc(C(F)(F)F)nc2C)o1	7
5	C[C@@H]1CN([C@@H](C)CO)C(=O)c2ccccc2-c2ccccc2CO[C@@H]1CN(C)S(=O)(=O)c1ccccc1	1
6	C[C@H](CO)N1C[C@H](C)[C@H](CN(C)C(=O)Nc2ccc(C(F)(F)F)cc2)Oc2ccc(NC(=O)C3CCCCC3)cc2C1=O	23
7	CC(C)NC(=O)N(C)C[C@@H]1OCCCC[C@@H](C)Oc2ccc(NS(=O)(=O)c3ccc(Cl)cc3)cc2C(=O)N([C@H](C)CO)C[C@@H]1C	-6
8	Cc1noc(C)c1NC(=O)N(C)C[C@@H]1OCCCC[C@H](C)Oc2ccc(NC(=O)C3CCCCC3)cc2C(=O)N([C@@H](C)CO)C[C@H]1C	6
9	C[C@@H]1CN([C@H](C)CO)C(=O)c2cccc(NC(=O)C3CCCCC3)c2O[C@H]1CN(C)Cc1ccc(C(=O)Nc2ccccc2N)cc1	8
10	COCC(=O)N(C)C[C@@H]1Oc2ncc(C#CC(C)(C)O)cc2C(=O)N([C@@H](C)CO)C[C@H]1C	-1
11	Cc1noc(C)c1NC(=O)N(C)C[C@H]1Oc2ccc(NC(=O)Nc3ccc(C(F)(F)F)cc3)cc2C(=O)N([C@@H](C)CO)C[C@H]1C	-1
12	CC(C)NC(=O)Nc1ccc2c(c1)C(=O)N([C@H](C)CO)C[C@@H](C)[C@@H](CN(C)C)OCCCC[C@H](C)O2	-6
13	CCC(=O)N[C@@H]1CC[C@@H](CC(=O)NCc2cc(F)cc(F)c2)O[C@@H]1CO	9
14	Cn1cc(/C=N/NC(=O)CCCCCC(=O)NO)c2ccccc21	2
15	C[C@@H]1CN([C@@H](C)CO)C(=O)Cc2cc(NC(=O)CCN3CCOCC3)ccc2O[C@H]1CN(C)C(=O)Nc1ccccc1	-4
16	C[C@@H]1CN([C@@H](C)CO)C(=O)c2cccc(NC(=O)C3CC3)c2O[C@H]1CN(C)Cc1ccncc1	2
17	C[C@@H]1CN([C@@H](C)CO)C(=O)c2cc(-c3ccccc3)cnc2O[C@@H]1CN(C)C(=O)Nc1ccccc1	-4
18	CC(C)NC(=O)N[C@@H]1C=C[C@H](CC(=O)NCCCN(C)C)O[C@H]1CO	2
19	COCC#Cc1cnc2c(c1)C(=O)N([C@@H](C)CO)C[C@@H](C)[C@H](CN(C)Cc1ccccc1)O2	-2
20	COc1ccc(S(=O)(=O)Nc2ccc3c(c2)C(=O)N([C@H](C)CO)C[C@@H](C)[C@H](CN(C)Cc2ccccc2)OCCCC[C@H](C)O3)cc1	6
21	C[C@@H]1CCCCO[C@@H](CN(C)CC2CC2)[C@@H](C)CN([C@H](C)CO)C(=O)c2cc(NS(C)(=O)=O)ccc2O1	1
22	C[C@@H]1CN([C@H](C)CO)C(=O)c2cccc(NC(=O)Nc3cccc4ccccc34)c2O[C@@H]1CN(C)Cc1ccc(C(=O)O)cc1	6
23	Cc1noc(C)c1S(=O)(=O)Nc1ccc2c(c1)CC(=O)N([C@@H](C)CO)C[C@H](C)[C@H](CN(C)Cc1ccc(C(=O)O)cc1)O2	5
24	C[C@H]1CN([C@@H](C)CO)C(=O)Cc2cc(NC(=O)CCCN(C)C)ccc2O[C@H]1CN(C)S(=O)(=O)c1ccc(Cl)cc1	6
25	C[C@H](CO)N1C[C@H](C)[C@H](CN(C)C(=O)C2CC2)Oc2ncc(-c3ccccc3F)cc2C1=O	8
26	CC(C)NC(=O)Nc1cccc2c1O[C@@H](CN(C)S(=O)(=O)c1cn(C)cn1)[C@@H](C)CN([C@@H](C)CO)C2=O	4
27	C[C@@H]1CCCCO[C@H](CN(C)C(=O)CCC(F)(F)F)[C@@H](C)CN([C@@H](C)CO)C(=O)c2cc(NC(=O)Cc3ccccc3)ccc2O1	0
28	C[C@H](CO)N1C[C@H](C)[C@@H](CN(C)CC2CCCCC2)Oc2c(NC(=O)Nc3ccc(F)cc3)cccc2C1=O	-2
29	COc1ccc(COC[C@]23NC(=S)N[C@H](c4ccccc4O2)[C@H]3CO[Si](C)(C)C(C)(C)C)cc1	1
30	C[C@@H]1CN([C@@H](C)CO)C(=O)CCCn2cc(nn2)CO[C@H]1CN(C)S(=O)(=O)c1cccc(C#N)c1	2

Overlap with the part before: 7 compounds; new compounds follow.
no.	SMILES	NSD2 inh
24	C[C@H]1CN([C@@H](C)CO)C(=O)Cc2cc(NC(=O)CCCN(C)C)ccc2O[C@H]1CN(C)S(=O)(=O)c1ccc(Cl)cc1	6
25	C[C@H](CO)N1C[C@H](C)[C@H](CN(C)C(=O)C2CC2)Oc2ncc(-c3ccccc3F)cc2C1=O	8
26	CC(C)NC(=O)Nc1cccc2c1O[C@@H](CN(C)S(=O)(=O)c1cn(C)cn1)[C@@H](C)CN([C@@H](C)CO)C2=O	4
27	C[C@@H]1CCCCO[C@H](CN(C)C(=O)CCC(F)(F)F)[C@@H](C)CN([C@@H](C)CO)C(=O)c2cc(NC(=O)Cc3ccccc3)ccc2O1	0
28	C[C@H](CO)N1C[C@H](C)[C@@H](CN(C)CC2CCCCC2)Oc2c(NC(=O)Nc3ccc(F)cc3)cccc2C1=O	-2
29	COc1ccc(COC[C@]23NC(=S)N[C@H](c4ccccc4O2)[C@H]3CO[Si](C)(C)C(C)(C)C)cc1	1
30	C[C@@H]1CN([C@@H](C)CO)C(=O)CCCn2cc(nn2)CO[C@H]1CN(C)S(=O)(=O)c1cccc(C#N)c1	2
31	C[C@H](CO)N1C[C@H](C)[C@H](CN(C)S(=O)(=O)c2cn(C)cn2)Oc2ncc(-c3cc4ccccc4o3)cc2C1=O	1
32	COc1ccc(NC(=O)N(C)C[C@H]2Oc3ccc(NS(=O)(=O)c4ccc(OC)cc4)cc3C(=O)N([C@H](C)CO)C[C@H]2C)cc1	-139
33	C[C@@H]1CN([C@@H](C)CO)C(=O)CCCn2cc(nn2)CO[C@H]1CN(C)C(=O)Nc1ccccc1	4
34	Cc1noc(C)c1S(=O)(=O)Nc1ccc2c(c1)C(=O)N([C@H](C)CO)C[C@H](C)[C@H](CN(C)Cc1ccncc1)OCCCC[C@H](C)O2	5
35	C[C@@H]1CN([C@@H](C)CO)C(=O)c2cc(NC(=O)CCCN(C)C)ccc2O[C@H]1CN(C)Cc1ccc(-c2ccccc2)cc1	14
36	C[C@H](CO)N1C[C@H](C)[C@@H](CN(C)S(=O)(=O)c2ccc(F)cc2)Oc2ccc(N(C)C)cc2CC1=O	0
37	COc1ccc(S(=O)(=O)N(C)C[C@H]2Oc3ccc(NC(=O)Cc4cn(C)c5ccccc45)cc3C(=O)N([C@@H](C)CO)C[C@H]2C)cc1	-4
38	C[C@H]1CCCCO[C@@H](CN(C)S(=O)(=O)c2ccccc2)[C@@H](C)CN([C@@H](C)CO)C(=O)c2cc(NS(C)(=O)=O)ccc2O1	-1
39	C[C@H](CO)N1C[C@H](C)[C@@H](CN(C)C(=O)Nc2ccc(C(F)(F)F)cc2)Oc2ccc(NC(=O)CCC(F)(F)F)cc2C1=O	5
40	C[C@@H]1CN([C@@H](C)CO)C(=O)c2cc(NC(=O)c3ccncc3)ccc2O[C@@H]1CN(C)S(C)(=O)=O	0
41	COc1ccc(NC(=O)N(C)C[C@H]2OCCCC[C@H](C)Oc3ccc(NC(=O)Nc4cccc5ccccc45)cc3C(=O)N([C@H](C)CO)C[C@@H]2C)cc1	-2
42	C[C@@H]1CN([C@H](C)CO)C(=O)c2cc(C#Cc3cccc(F)c3)cnc2O[C@H]1CN(C)C(=O)C1CCOCC1	-4
43	CC(=O)O[C@H]1C[C@@]2(C)[C@@H](C[C@@H](O)C3[C@]2(C)CC[C@H]2[C@H](C)[C@H](O)CC[C@]32C)/C1=C(/CCC=C(C)C)C(=O)O (stereo partly specified)	-5
44	COc1ccc([Si](C)(C)[C@@H]2[C@@H](CCO)O[C@]3(C(=O)N(Cc4ccccc4)c4ccc(N5CCOC5=O)cc43)[C@H]2C)cc1	-3
45	C[C@H](CO)N1C[C@H](C)[C@@H](CN(C)C(=O)CN(C)C)Oc2cc(C#CC(C)(C)O)ccc2S1(=O)=O	3
46	COc1ccc(CNC(=O)C[C@H]2C[C@H]3c4cc(N(C)C)ccc4O[C@H]3[C@H](CO)O2)cc1	15
47	C[C@@H]1CN([C@@H](C)CO)C(=O)c2cccc(NC(=O)C3CCOCC3)c2O[C@H]1CN(C)Cc1ccccc1	0
48	COc1ccc(S(=O)(=O)N(C)C[C@H]2Oc3c(NC(=O)Nc4c(C)noc4C)cccc3C(=O)N([C@@H](C)CO)C[C@H]2C)cc1	1
49	COc1ccc(NC(=O)N(C)C[C@H]2Oc3ccc(NC(=O)Nc4ccc5c(c4)OCO5)cc3C(=O)N([C@H](C)CO)C[C@H]2C)cc1	-4
50	C[C@@H]1CCCCO[C@H](CN(C)C(=O)CCCN(C)C)[C@@H](C)CN([C@@H](C)CO)C(=O)c2cc(NC(=O)Nc3ccc(F)cc3)ccc2O1	2
51	C[C@@H]1CN([C@@H](C)CO)C(=O)Cc2cc(NC(=O)Nc3cccc4ccccc34)ccc2O[C@H]1CN(C)S(=O)(=O)c1ccc(Cl)cc1	-2
52	COC(=O)C[C@H]1C[C@@H]2c3cc(NS(=O)(=O)c4ccc(OC)cc4)ccc3O[C@@H]2[C@@H](CO)O1	-1
53	C[C@H]1CCCCO[C@@H](CN(C)C)[C@@H](C)CN([C@@H](C)CO)C(=O)c2cc(NC(=O)Cc3ccccc3)ccc2O1	1
54	C[C@@H]1CN([C@@H](C)CO)C(=O)c2cc(N(C)C)ccc2O[C@H]1CN(C)Cc1ccc(-c2ccccc2)cc1	13
55	C[C@H]1CN([C@@H](C)CO)C(=O)c2cccc(NS(=O)(=O)c3cccs3)c2O[C@H]1CN(C)C(=O)Nc1ccc2c(c1)OCO2	3
56	COc1ccc(NC(=O)Nc2ccc3c(c2)C(=O)N([C@@H](C)CO)C[C@@H](C)[C@@H](CN(C)C(=O)Nc2ccc4c(c2)OCO4)O3)cc1	-6
57	Cc1noc(C)c1S(=O)(=O)Nc1ccc2c(c1)C(=O)N([C@H](C)CO)C[C@@H](C)[C@H](CN(C)C(=O)c1ccccc1)OCCCC[C@@H](C)O2	7
58	C[C@H](CO)N1C[C@H](C)[C@@H](CN(C)Cc2ccc(Cl)c(Cl)c2)OCCCC[C@H](C)Oc2ccc(NS(C)(=O)=O)cc2C1=O	-6
59	COc1ccc(S(=O)(=O)N(C)C[C@@H]2Oc3ccc(NS(=O)(=O)c4ccc(F)cc4)cc3CC(=O)N([C@@H](C)CO)C[C@@H]2C)cc1	-1
60	C[C@@H]1CN([C@@H](C)CO)C(=O)c2cc(/C=C/c3ccccc3)cnc2O[C@@H]1CN(C)C(=O)c1ccc2c(c1)OCO2	0
61	C[C@@H]1CN([C@H](C)CO)S(=O)(=O)c2ccc(C#Cc3ccccc3)cc2O[C@@H]1CN(C)CC1CC1	8
62	CC(C)CC#Cc1ccc2c(c1)O[C@H](CN(C)C(=O)CC1CC1)[C@H](C)CN([C@@H](C)CO)S2(=O)=O	2
63	C[C@@H]1CN([C@@H](C)CO)C(=O)Cc2cc(NS(=O)(=O)c3ccccc3)ccc2O[C@H]1CN(C)Cc1ccc2c(c1)OCO2	-20
64	C[C@@H]1CCCCO[C@@H](CN(C)C(=O)Nc2ccc(C(F)(F)F)cc2)[C@H](C)CN([C@@H](C)CO)C(=O)c2cc(NC(=O)Nc3ccccc3)ccc2O1	0
65	C[C@@H]1CCCCO[C@H](CN(C)C(=O)Nc2cccc3ccccc23)[C@H](C)CN([C@@H](C)CO)C(=O)c2cc(N(C)C)ccc2O1	-2
66	OCC1OC(OCC2OC(NCCc3ccc(O)cc3)C(O)C(O)C2O)C(O)C(O)C1O (stereo unspecified)	4
67	C[C@H](CO)N1C[C@H](C)[C@H](CN(C)C(=O)Cc2cccnc2)Oc2cc(C3=CCCCC3)ccc2S1(=O)=O	1
68	Cc1ccc(S(=O)(=O)N(C)C[C@@H]2Oc3cc(Br)ccc3S(=O)(=O)N([C@@H](C)CO)C[C@H]2C)cc1	4
69	C[C@@H]1CN([C@@H](C)CO)C(=O)c2cc(NS(=O)(=O)c3ccc(Cl)cc3)ccc2O[C@H]1CN(C)Cc1ccc(C(=O)Nc2ccccc2N)cc1	-9
70	C[C@H]1CN([C@@H](C)CO)S(=O)(=O)c2ccc(-c3cccc(C#N)c3)cc2O[C@@H]1CN(C)C(=O)c1ccncc1	0
71	C[C@H](CO)N1C[C@H](C)[C@@H](CN(C)S(=O)(=O)c2cccc(F)c2)Oc2ncc(C#CC3(O)CCCC3)cc2C1=O	20
72	COc1ccc(S(=O)(=O)NC2CCN(Cc3cccc(OCCO)c3)CC2)cc1	2
73	C[C@H](CO)N1C[C@H](C)[C@@H](CN(C)CC2CC2)Oc2c(NC(=O)c3nc4ccccc4s3)cccc2C1=O	-1
74	C[C@@H]1CN([C@H](C)CO)C(=O)Cc2cc(NC(=O)CCN3CCOCC3)ccc2O[C@@H]1CN(C)Cc1ccc(C(F)(F)F)cc1	-352
75	C[C@@H]1CN([C@H](C)CO)C(=O)Cc2cc(NS(C)(=O)=O)ccc2O[C@H]1CN(C)Cc1ccc(C(=O)O)cc1	i
76	CC(C)NC(=O)Nc1ccc2c(c1)C(=O)N([C@H](C)CO)C[C@@H](C)[C@@H](CN(C)C(=O)NC1CCCCC1)OCCCC[C@H](C)O2	1
77	C[C@@H]1CN([C@@H](C)CO)C(=O)Cc2cc(NS(=O)(=O)c3ccc(Cl)cc3)ccc2O[C@H]1CN(C)Cc1ccncc1	3
78	C[C@@H]1CN([C@@H](C)CO)C(=O)c2cc(NC(=O)Nc3cccc4ccccc34)ccc2O[C@@H]1CN(C)S(=O)(=O)c1ccc(F)cc1	-5
